# Pf apPOL inh: Pf-apPOL DNA polymerase inhibition | Recombinant Pf-apPOL, molecular beacon fluorescence, 1.5 h | inhibition, % at 10 µM | actives 0.25% (n = 210,000)
# mHTT-CaM PPI inh: inhibitors of human mutant huntingtin-calmodulin interaction; AID 1671202; AlphaScreen His-mHTT/GST-CaM binding, luminescence; P42858; actives 3.6% (n = 190,000); inhibition, % at 15 µM;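 also: 0% = both proteins with DMSO and 100% = one protein alone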
# * hit, by the source's call; i = inactive; x = no result given; & = joins results of further samples. Rule as the data show it: active = inhibition above about 50%; inactive = the rest.
SMILES,Pf apPOL inh,mHTT-CaM PPI inh
COc1ccc(C2CC(C(F)(F)F)n3nc(C(=O)Nc4cc(C)ccc4O)cc3N2)cc1 (stereo unspecified),-14,12
CC(C)n1cnnc1C1CCCN(C(=O)Cc2ccsc2)C1 (stereo unspecified),-3,-10
COc1ccc(CCNS(=O)(=O)c2ccccc2)cc1,0,-1
CN(C)c1ncncc1N1CCC(C(=O)N(Cc2ccccc2)Cc2ccco2)CC1,-4,43
Cc1nc(SCC(=O)O)[nH]c(=O)c1Oc1ccccc1,-1,-2
CC(C)(C)c1cc(Cl)c(O)c(N=Cc2cccc([N+](=O)[O-])c2O)c1,0,26
CC(C)(C)SCCNC(=O)c1ccccc1,-25,-6
O=C(COC(=O)c1cccc(Br)c1)c1ccc(Br)cc1,1,x
CCN(CC)S(=O)(=O)c1ccc2oc(C(=O)NCC3CCCO3)c(C)c2c1 (stereo unspecified),-5,6
COc1ccccc1C/C(N)=N/OC(=O)COc1ccc(C)cc1,-78,i
CSCCC(NC(=O)c1cc(-c2ccccc2)oc1C)C(=O)O (stereo unspecified),-4,2
COC(=O)C(C#N)=Cc1[nH]c(C)cc1C,-8,x
COc1ccccc1C1=N/C(=C/c2ccccc2C(F)(F)F)C(=O)O1,1,6
COc1cccc(-c2ncnn2-c2ccc(Cl)c(C)c2)c1OC,1,1
Cc1[nH]nc2c1C(c1ccccc1OCc1ccccc1Cl)C(C#N)=C(N)O2 (stereo unspecified),4,30
O=C(Cc1ccc(NC(=O)Nc2ccc3c(c2)OCO3)cc1)NCc1cccs1,6,-13
O=C(NCCc1c[nH]c2ccccc12)c1ccc(-n2cccn2)nn1,0,25
COc1ccc(N(CC(=O)Nc2cccc(C)c2C)S(=O)(=O)c2ccccc2)cc1,21,-2
O=c1[nH]c(/C=C/c2ccc(Br)cc2)nc2ccccc12,1,-3
CC1=C(C#N)C(=O)N(CC(C)O)C(=O)/C1=C\c1ccc(-c2ccc(Cl)cc2)o1 (stereo unspecified),-13,22
Cc1ccc(CCNC(=O)CN2N=C(c3ccc(Cl)cc3)CCC2=O)cc1,-13,65*
CSc1ccccc1NC(=O)C(=O)NCC1CCN(C(=O)Nc2ccc(F)cc2)CC1,-2,16
CN(C)c1c([N+](=O)[O-])cc2[nH]c(=O)[nH]c2c1[N+](=O)[O-],x,9
COCCCN(Cc1cc(OC)c(OC)c(OC)c1)C(=S)Nc1cccc(SC)c1,-10&-4,x
CC(C)(C)c1ccc(C(=O)Nc2ccc3c(c2)OCO3)cc1,-4,0

# More results:
SMILES,Pf apPOL inh,mHTT-CaM PPI inh
O=C(NCCc1ccccc1)C1CCN(c2cccc(Br)c2)C1=O (stereo unspecified),1,-2
CCCNc1cc(N2CCC(CCC(=O)N3CCN(c4ccccn4)CC3)CC2)ncn1,6,-1
Cc1ccc(NC(=O)CC23CC4CC(CC(C4)C2)C3)cc1,5,-6
O=C(Nc1cccc(NC(=O)c2ccccc2Cl)c1)c1cccc([N+](=O)[O-])c1,0,19
O=C(Nc1cc(F)cc(F)c1)c1ccc(-c2cccc(F)c2)nc1,4,0
Cc1noc(-c2ccc(Cl)cc2)c1C(=O)Sc1cccc(Cl)c1Cl,-10,x
CC(C)(C)CC(C)(C)NC(=O)CN(c1cccc(C(F)(F)F)c1)S(=O)(=O)c1ccccc1,1,-7
Cc1cccnc1NC(=O)Cc1ccc([N+](=O)[O-])cc1,-9,-2
Nc1sc(SCC(=O)NCc2ccc(F)cc2)nc1-c1ccccc1,-3,91*
Cc1cc(Cl)ccc1NC(=O)C1CCCN(c2ncnc3c2nc2n3CCCCC2)C1 (stereo unspecified),0,13
Cc1cc(C2CCCN2C(=O)Nc2ccc(C)c(F)c2)on1 (stereo unspecified),0,-10
C1CC(c2nc(C3CC3)no2)CN1 (stereo unspecified),2,-4
Cc1nc(C(=O)NCc2ccccn2)c(C)n1C1CCN(S(C)(=O)=O)CC1,-5,4
O=C(CCc1ccccc1)Nc1ccc2c(c1)C(=O)NC2=O,1,1
CCc1ccccc1NC(=O)C1CCN(c2ccncc2)CC1,4,-10
CN1CCN(CC(=O)Nc2c3c(nc4ccccc24)N(c2ccccc2)CC3)CC1,0,-4
CCS(=O)(=O)Nc1c(C)cc(C)cc1C,-3,-1
O=C1OC2(OC=C(c3ccccc3)C2=O)c2ccccc21 (stereo unspecified),x,1
COc1ccccc1N1CCN(C(=O)CSCc2ccccc2Cl)CC1,-2,29
Cc1cc(F)ccc1N1CCC(C(=O)NCc2ccccc2)C1=O (stereo unspecified),1,1
O=C(NCCO)c1ccc(I)cc1,-1,-6
Cc1ccc(N(CC(=O)Nc2ccc3c(c2)OCCO3)S(=O)(=O)c2ccccc2)cc1C,-3,13
CC(NC(=O)c1ccc(-c2ccnc(N3CCCCC3)n2)cc1)c1ccccn1 (stereo unspecified),-1,-6
COc1ccc(O)c(C(=O)CC(=O)c2ccccc2)c1,2,50*
COc1ccc(C=C2Oc3c(CN4CCOCC4)c(O)cc(C)c3C2=O)cc1OC,-4,-4

# (continued)
SMILES,Pf apPOL inh,mHTT-CaM PPI inh
Cc1cc2ncn(S(=O)(=O)c3ccc(C(C)C)cc3)c2cc1C,0,-15
O=C(NCc1cccnc1)c1cc(N2CCOCC2)nc2ccccc12,-7,-7
CCOc1cc(N2CCOCC2)ccc1[N+](=O)[O-],-3,1
Cc1c(C(=O)O)sc2nc(C(F)(F)F)nn12,7,x
Cn1ccc2c(cc(C(=O)NCc3ccccn3)n2C)c1=O,-3,-5
CN(C)[C@H]1CCN(c2cccc3c2S(=O)(=O)N2CC[C@H](C2)O3)C1,-2,-12
COc1ccc(C(c2oc(CO)cc(=O)c2O)c2oc(CO)cc(=O)c2O)cc1OC,-10,-4
Cc1cc([N+](=O)[O-])cc(C)c1OCC(=O)N1CCOCC1,-13,-1
COc1cccc(NC(=O)Nc2ccc3nsnc3c2)c1,1,-4
COc1cccc(C2CC(c3ccc(Br)cc3)=NN2C(=O)CCC(=O)O)c1OC (stereo unspecified),7,17
Cc1cc([N+](=O)[O-])nn1CCCC(=O)Nc1cc(Oc2ccc(F)cc2)cc([N+](=O)[O-])c1,-2,6
COc1ccc(OCCCC(=O)Nc2ccccc2[N+](=O)[O-])cc1,2,21
Cc1ncnc2c1CCC(=O)N2CC1CCCCC1,9,-12
CC1(C)Cc2c(sc3ncnc(N)c23)CO1,x,-1
CN1CCN(C(=O)/C(=C/c2cccs2)NC(=O)c2ccco2)CC1,-2,-4
Cc1cc(C)n(CCNC(=O)CSc2ccc(F)cc2)n1,-7,-12
CC(=O)NC(=O)c1cc2cc([N+](=O)[O-])ccc2oc1=Nc1ccc(C)cc1,-5,6
O=C(c1ccccc1Br)N1CCN(c2ccc(Cl)cc2[N+](=O)[O-])CC1,-2,29
COc1ccc(C2CC(C(F)(F)F)n3nc(C(=O)NCc4cccs4)c(Cl)c3N2)cc1 (stereo unspecified),-1,30
Cc1ccc(N2C(=O)CC(N3CCN(c4ccc([N+](=O)[O-])cc4)CC3)C2=O)cc1 (stereo unspecified),2,1
CCc1cc2c(=O)c(-c3nc4ccccc4n3C)c(CCC(=O)O)oc2cc1OC(=O)C(C)(C)C,-6,15
Oc1c(Br)cc(Br)cc1C=Nn1cnnc1,3,x
Cc1nccn1CC(C)C(=O)O (stereo unspecified),1,0
Cc1cc(C2CCCN2C(=O)c2ccnn2C)on1 (stereo unspecified),1,-12
Cn1c(Sc2ccc(C(F)(F)F)cc2[N+](=O)[O-])nnc1-c1csc2ccc(Cl)cc12,-6,x

# 6 entries already listed, arranged by length of the SMILES, ascending.
SMILES,Pf apPOL inh,mHTT-CaM PPI inh
Oc1c(Br)cc(Br)cc1C=Nn1cnnc1,3,x
CC1(C)Cc2c(sc3ncnc(N)c23)CO1,x,-1
Cc1cc(C2CCCN2C(=O)c2ccnn2C)on1 (stereo unspecified),1,-12
COc1cccc(NC(=O)Nc2ccc3nsnc3c2)c1,1,-4
COc1cccc(C2CC(c3ccc(Br)cc3)=NN2C(=O)CCC(=O)O)c1OC (stereo unspecified),7,17
COc1ccc(C2CC(C(F)(F)F)n3nc(C(=O)NCc4cccs4)c(Cl)c3N2)cc1 (stereo unspecified),-1,30

# More records:
SMILES,Pf apPOL inh,mHTT-CaM PPI inh
COc1ccc(Cl)cc1NC(=O)c1ccc(N(Cc2ccccc2)S(C)(=O)=O)cc1,-9,-19
CCC1CC(C)(C(=O)Nc2ccc(S(N)(=O)=O)cc2)OC1=O (stereo unspecified),-2,-5
Cn1nccc1C(=O)N1CCCCC1c1nc(-c2ccncc2)no1 (stereo unspecified),-1,1
CCCNC(=O)CC1CCN(c2ccnc(OC)n2)CC1,-8,-2
O=c1c2cc3c(=O)n(Cc4ccccc4)c(=O)c3cc2c(=O)n1Cc1ccccc1,-16,-3
CC1=NN(c2ccccc2)C(=O)/C1=C/N(O)Cc1ccccc1,0,18
COc1cccc(C2CC(c3ccc(C)c(C)c3)Nc3nnnn32)c1OC (stereo unspecified),5,16
COc1cccc(C(=O)Nc2nnc(N=Cc3ccc([N+](=O)[O-])s3)s2)c1,-4,6
COc1ccc(C(C[N+](=O)[O-])c2c(C)[nH]c3ccccc23)cc1OC (stereo unspecified),-7,50
Cc1cc(C)n2nc(SC(C)C(=O)NCc3c(F)cc(F)cc3F)nc2n1 (stereo unspecified),-9,1
COc1ccc([N+](=O)[O-])cc1NC(=O)Cc1ccc(OC)c(OC)c1,-3,7
Cc1nc(NC(=O)c2cnccn2)ccc1Br,-5,x
CCCCC(CC)CNS(=O)(=O)c1cc(Br)cc2c1N(C(=O)CC)CC2 (stereo unspecified),-4,6
Cc1ccnc(NC(c2cc(C)ccc2O)c2ccc3cccnc3c2O)c1 (stereo unspecified),-7&0,99*
CCNc1cc(N2CCCC(CCC(=O)NCc3ccc(OC)cc3)C2)ncn1 (stereo unspecified),-6,-4
CN1CCC(OC(=O)c2cc3ccccc3oc2=O)CC1,-7,-4
CCOC(=O)C(C)=NNc1ccc(C(F)(F)F)cc1,1&-6,x
CCOc1ccc2cc(-c3ccc(OC)c(OC)c3)c(=O)oc2c1,-5,-8
COc1ccc(N2CCN(S(=O)(=O)CCCNC(=O)c3cccs3)CC2)cc1,-1,1
COc1cc(C=CC(=O)NCCC(O)C2CC2)cc(OC)c1OC (stereo unspecified),-5,-6
Cc1ccc(-c2nc3ccccc3s2)cc1NC(=O)c1ncn[nH]1,-4&-12,98*
Nc1ccc2c(c1)S(=O)(=O)c1cc(N)ccc1C2,x,27
Cc1ccccc1NC(=O)C1CCc2nc(N3CCN(C(=O)C4CCC4)CC3)sc2C1 (stereo unspecified),-2,23
O=C(Nc1c2c(nn1-c1ccc(F)cc1)CSC2)c1ccc(Br)o1,-11,58*
Cc1ccc(C(=O)NCc2ccc(N3CCN(C)CC3)cc2)cc1C,1,x

# Rewritten with bars between the fields: 7 of the compounds above
Structure | Pf apPOL inh | mHTT-CaM PPI inh
CCC1CC(C)(C(=O)Nc2ccc(S(N)(=O)=O)cc2)OC1=O (stereo unspecified) | -2 | -5
COc1cccc(-c2ncnn2-c2ccc(Cl)c(C)c2)c1OC | 1 | 1
Cc1cc([N+](=O)[O-])nn1CCCC(=O)Nc1cc(Oc2ccc(F)cc2)cc([N+](=O)[O-])c1 | -2 | 6
CN(C)c1ncncc1N1CCC(C(=O)N(Cc2ccccc2)Cc2ccco2)CC1 | -4 | 43
Cc1ccnc(NC(c2cc(C)ccc2O)c2ccc3cccnc3c2O)c1 (stereo unspecified) | -7&0 | 99*
O=C1OC2(OC=C(c3ccccc3)C2=O)c2ccccc21 (stereo unspecified) | x | 1
Cc1ccc(-c2nc3ccccc3s2)cc1NC(=O)c1ncn[nH]1 | -4&-12 | 98*

# (cont.)
SMILES,Pf apPOL inh,mHTT-CaM PPI inh
Nc1ncc(C(=O)Nc2cccc(F)c2)c(C(F)(F)F)n1,6,x
COc1ccc(C)cc1NC(=O)c1cc(S(=O)(=O)NC2CCCC2)ccc1F,34,27
N#Cc1cnn(C(=O)c2cccs2)c1C1CC1,-4,x
COc1cccc(NC(=O)CSc2nc3n[nH]c(C)c3c(=N)n2-c2ccc(C)cc2)c1,0,57*
CC(=O)N1C(=N)S/C(=C/c2cc3ccc(C)cc3nc2N2CCOCC2)C1=O,-9,5
O=C(NCc1ccc(F)c(Cl)c1)C1CCCN(c2cnc3nccnc3c2)C1 (stereo unspecified),-1,-3
Cc1ccccc1-n1nc2c(c1NC(=O)c1cccc([N+](=O)[O-])c1)CSC2,0,5
CN(C)CCN(C)C1Cc2ccccc2C1,-2,-8
N#CNC(=Nc1ccccc1C(F)(F)F)N1CCCC1,7,x
COc1ccc(NC(=O)c2cc3cc(Cl)ccc3oc2=O)cc1,-1,4
O=C(Nc1ccc(Cl)c(Cl)c1)c1ccc(F)c(S(=O)(=O)NCCc2ccccc2)c1,5,71*
Cc1ccccc1NC(=O)c1cc2cc([N+](=O)[O-])ccc2oc1=N,-4,4
Cc1cc(-c2nnc(NC(=O)C3CCCN(S(=O)(=O)c4cccs4)C3)o2)nn1C (stereo unspecified),-8,51*
COc1ccc(-c2cc3n(n2)CCCN(C(=O)CCC(=O)c2ccc(F)cc2)C3)cc1,-6,17
Cc1ccc(Cn2cccc2-c2nc(C)no2)cc1,-1,-26
CCC(=O)NCc1nc2c(n1C)CN(C(=O)c1ccc(Cl)s1)CC2,-1,15
COc1cc(/C=C2\NC(=O)NC2=O)cc(Br)c1OCc1cccc(F)c1,2,8
CC(C)(C)c1ccc(C(=O)N2CCN(c3ccc([N+](=O)[O-])c(NC4CC4)c3)CC2)cc1,-8,18
Cc1ccc(CN(c2ccc(C(=O)Nc3ccccc3F)cc2)S(C)(=O)=O)cc1,1,-12
O=[N+]([O-])c1cccc(N=Cc2ccc([N+](=O)[O-])s2)c1,0,7
Cc1c(Cl)cccc1NC(=O)Cn1cc([N+](=O)[O-])nc1C,-3,0
Cc1cccc(Oc2nccnc2N2CCC(C(=O)NCc3ccccc3)CC2)c1,-5,6
COCCCNC(=O)C1(C)CCC(=O)N1Cc1ccc(Cl)cc1 (stereo unspecified),1,3
CCc1cc(=O)[nH]c(N2CCN(c3cccc(OC)c3)CC2)n1,-8,38

# High-throughput results as filed in PubChem BioAssay.
